EPAC1 antagonist = qHTS for Antagonist of cAMP-regulated guanine nucleotide exchange factor 3 (EPAC1): primary screen; EPAC1 GEF assay, Rap1b-BODIPY-GDP exchange fluorescence; Potency, µM (top dose mostly 115 µM), for inactives: top-dose activity change, negative = inhibition, hits mostly inhibitors; hit rate 0.14% among 360,000; AID 720709, 2013;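 note: potency is the fitted concentration of half-maximal effect; plate controls were vehicle for no effect and positive control for full effect; nearly all actives have a fitted effect of over 50% in size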
WRN inhibitor = qHTS for Inhibitors of WRN Helicase; Bifunctional 3'-5' exonuclease/ATP-dependent helicase WRN (Homo sapiens), Q14191; WRN helicase unwinding, fluorescent forked duplex, kinetic; Potency, µM (highest dose often 114 µM), for inactives: at the highest dose activity change, negative = inhibition, actives largely listed as inhibitors; hit rate 0.46% among 360,000; AID 651768, 2012; note: potency is the fitted concentration of half-maximal effect; % is set by controls: 0 for no effect and ±100 for the full control effect; nearly all actives have a fitted effect of over 55% in size
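Enzyme (20 nM final) and test compound sit together 15 min at room temperature before substrate addition. Substrate is a single-forked duplex oligonucleotide (100 nM) labelled with fluorophore and quencher, with 2 mM ATP; helicase unwinding raises red fluorescence, read kinetically.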
PLK1 PBD inh = qHTS for Inhibitors of PLK1-PDB (polo-like kinase 1 - polo-box domain): Primary Screen. hit rate 2.8% among 360,000. Plk1 PBD binding of FITC phosphopeptide, fluorescence polarization. Serine/threonine-protein kinase PLK1 (Homo sapiens), P53350. Potency, µM, without a hit: max response, negative = inhibition, most hits filed as inhibitors; note: potency is the fitted concentration of half-maximal effect; series mostly up to about 57 µM; % is set by controls: 0 for no effect and ±100 for the full control effect; nearly all actives have a fitted effect of over 65% in size
EPAC2 antagonist = qHTS for Antagonist of cAMP-regulated guanine nucleotide exchange factor 2 (EPAC2): primary screen | Rap guanine nucleotide exchange factor 4 (Homo sapiens), Q8WZA2 | EPAC2 GEF exchange of Rap1B-BODIPY-GDP, fluorescence | Potency, µM (series often up to 114 µM), for the others: top-dose activity, negative = inhibition, most hits filed as inhibitors | hit rate 0.18% among 360,000 | AID 720708, 2013; note: potency is the fitted concentration of half-maximal effect; % is set by controls: 0 for no effect and ±100 for the full control effect; nearly all actives have a fitted effect of over 45% in size; many of its hits are not listed in these tables
Target sequence (Q8WZA2 whole entry, looked up): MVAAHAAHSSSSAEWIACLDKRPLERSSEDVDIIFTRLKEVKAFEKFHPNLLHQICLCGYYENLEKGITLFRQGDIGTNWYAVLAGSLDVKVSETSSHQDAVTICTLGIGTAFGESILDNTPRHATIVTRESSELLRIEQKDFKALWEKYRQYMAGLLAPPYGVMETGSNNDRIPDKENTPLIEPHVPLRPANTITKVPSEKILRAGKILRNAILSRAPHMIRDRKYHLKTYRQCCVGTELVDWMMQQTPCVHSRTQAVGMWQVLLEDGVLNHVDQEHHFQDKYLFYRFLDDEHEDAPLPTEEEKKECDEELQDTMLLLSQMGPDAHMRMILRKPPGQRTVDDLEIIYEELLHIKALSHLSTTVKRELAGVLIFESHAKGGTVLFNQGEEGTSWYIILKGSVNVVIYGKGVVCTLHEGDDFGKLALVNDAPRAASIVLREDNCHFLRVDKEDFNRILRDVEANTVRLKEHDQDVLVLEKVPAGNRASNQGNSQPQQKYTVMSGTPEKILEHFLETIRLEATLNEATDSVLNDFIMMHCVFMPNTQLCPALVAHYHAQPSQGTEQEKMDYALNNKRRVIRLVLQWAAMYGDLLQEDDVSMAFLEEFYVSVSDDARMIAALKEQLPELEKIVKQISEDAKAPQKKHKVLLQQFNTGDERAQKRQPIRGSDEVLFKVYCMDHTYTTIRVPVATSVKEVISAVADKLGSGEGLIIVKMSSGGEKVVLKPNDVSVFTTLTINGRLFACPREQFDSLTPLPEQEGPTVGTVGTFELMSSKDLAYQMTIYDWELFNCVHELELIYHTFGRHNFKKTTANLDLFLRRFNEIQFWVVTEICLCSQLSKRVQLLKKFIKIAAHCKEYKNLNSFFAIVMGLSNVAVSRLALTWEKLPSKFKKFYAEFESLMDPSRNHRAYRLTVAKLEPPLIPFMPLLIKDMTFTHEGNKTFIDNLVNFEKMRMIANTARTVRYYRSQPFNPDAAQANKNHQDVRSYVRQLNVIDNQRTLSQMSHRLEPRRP
MmCpn inh = Inhibitors of TCP-1 ring complex (TRiC) of Methanococcus maripaludis (MmCpn): qHTS | purified Mm-Cpn ATPase, ADP Transcreener TR-FRET | Potency, µM (top dose mostly 76.9 µM), inactives show at the top dose activity, negative = inhibition, actives largely listed as inhibitors | Chaperonin Mm-Cpn (Methanococcus maripaludis) | hit rate 0.031% among 330,000; note: potency is the fitted concentration of half-maximal effect; % is set by controls: 0 for no effect and ±100 for the full control effect; nearly all actives have a fitted effect of over 80% in size
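ATPase read-out: TR-FRET ADP immunoassay (anti-ADP Eu cryptate vs ADP-d2), ex 320 nm, em 590/665 nm; signal drops as ADP forms. Enzyme 25 nM, ATP 10 uM, 30 min at 37°C after 10 min compound preincubation.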
PI5P4K alpha inh = qHTS for Inhibitors of phosphatidylinositol 5-phosphate 4-kinase (PI5P4K); hit rate 1.2% among 330,000; max response, %; PI5P4Kalpha enzyme, ADP-Glo luminescence, 60 min; active compounds read low; AID 652105, 2013; active = max response of -50% or lower; inconclusive = between -30% and -50%; inactive = -30% or higher; note: value at the top dose of about 77 µM; % is set by controls: 0 for no effect and ±100 for the full control effect
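ADP-Glo luminescence end-point read after a 60 min room-temperature kinase reaction of PI5P4Kalpha plus substrate, initiated with ATP at 5 microM final. Buffer: 0.038 M HEPES pH 7.4, EGTA, 0.1% CHAPS, 5% DMSO.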
CCT modulator = High-Throughput Screening for Modulators of Cytosolic Chaperonin Activity; purified chaperonin ATPase assay, HTRF ADP detection, 30 min; activity change, % (concentration not given with the values), hits read low; hit rate 0.3% among 360,000; AID 651819, 2012; in the data active = activity change below about -30%; note: % is set by controls: 0 for no effect and ±100 for the full control effect
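TRiC at 40 or 20 nM final (batch-dependent) in 30 mM Tris pH 7.4, 100 mM KCl, 5 mM MgCl2, 1 mM DTT, with compound at single 76 uM and 10 uM ATP, 30 min at 37 deg C. ADP detected by HTRF Transcreener, 665/615 ratio.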
EPAC1 agonist = qHTS for Agonist of cAMP-regulated guanine nucleotide exchange factor 3 (EPAC1): primary screen; EPAC1 agonist qHTS, biochemical assay; response scale: 100% = response to 6.5 mM cAMP; hit rate 0.073% among 360,000; Potency, µM (highest dose often 154 µM), for the others: at the highest dose activation, most hits filed as activators; note: potency is the fitted concentration of half-maximal effect; nearly all actives have a fitted effect of over 60% in size
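Nucleotide exchange by EPAC1 (100 nM) on Rap1B–BODIPY-GDP (250 nM) in the presence of 50 uM GDP is tracked fluorescently at 480/540 nm over 30 min. Signals are normalized to a 6.5 mM cAMP control.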
The depositor's hits bear a star; ? = inconclusive; / = not tested or not shown; [ ] = dose if it differs, or a comment. Unless noted, calls come from the whole dose curve; as a rule, active = well fitted curve in the direction sought with a large enough effect; inconclusive = small, poorly fitted or top-dose-only effect, or another doubt; inactive = no such curve, though single readings can be large; an effect the other way counts as inactive or inconclusive. Not all compounds are listed; the hit share may differ from the screen's.

Order of results – EPAC1 antagonist | WRN inhibitor | PLK1 PBD inh | EPAC2 antagonist | MmCpn inh | PI5P4K alpha inh | CCT modulator | EPAC1 agonist
[1] COc1ccc(OC)c(C(C)NC(=S)Nc2ccc(S(=O)(=O)Nc3ncccn3)cc2)c1 (stereo not given)
  -15% | -11% | -8% | -16% | 1% | -6 | -0.1 | 0%
[2] COc1ccccc1CC(O)CC1c2c(cc3c(c2OC)OCO3)CCN1C (stereo not given)
  -23% | -1%[57.1 µM] | -8% | -2% | / | 13 | 0.3 | 7%
[3] NS(=O)(=O)c1ccc(NCc2cc(Cl)ccc2OCc2ccccc2F)cc1
  -21% | -17% | -3% | -10% | 0% | / | -2.4 | 22%
[4] Fc1ccc(CN2C3=NCCN3c3ccccc32)cc1
  10% | -10% | 0% | 2% | 0% | 1 | 2.9 | -1%
[5] O=c1c(C(c2c(O)nc3n(c2=O)CCS3)c2cccc3ccccc23)c(O)nc2n1CCS2
  -11% | ? | 30µM* | 5% | 0% | -76* | -0.3 | -6%
[6] CCC(=O)c1ccc(OC)c(OC)c1OCc1ccccc1
  -17% | -2% | -9% | -27% | / | -1 | -2.0 | 1%
[7] Cc1cc(O)c(NC(=O)c2cccc([N+](=O)[O-])c2)cc1C
  -13% | -6% | -2% | 6% | -2% | 7 | 0.0 | -4%
[8] O=C(/C=C/c1ccc[nH]1)c1ccccc1
  -9% | -21% | 30µM* | 0% | -1% | -22 | -2.2 | 5%
[9] Cc1cccc(NC(=O)C(C)Oc2ccc(C)nc2[N+](=O)[O-])c1 (stereo not given)
  -26% | 4% | -5% | -7% | -1% | -3 | -1.8 | 0%
[10] O=C(Nc1nnc(Cc2ccc(Cl)cc2)s1)c1ccco1
  4% | -9% | -5% | -2% | 1% | / | -1.0 | 3%
[11] O=C(COC(=O)CCS(=O)(=O)c1ccc(Cl)cc1)NC1CCCCC1
  -3% | 4% | 4% | 3% | 1% | 0 | 2.1 | 2%
[12] OC(CN1CCN(c2ccccc2)CC1)Cn1c2ccccc2c2ccccc21 (stereo not given)
  6% | -3% | -1% | -6% | -6% | 19 | -4.6 | 17%
[13] CCC(CO)Oc1cc(NC(=O)Cc2ccccc2)c2ncn(C(C)C)c2c1 (stereo not given)
  5% | -8% | 5% | 15% | -4% | 12 | -2.9 | 3%
[14] COC(=O)c1ccccc1Oc1nc(Cl)cc(OC)n1
  -2% | -2% | -2% | 17% | 1% | 2 | 2.9 | -3%
[15] Cc1cc(=O)[nH]c(N/N=C/c2cc(C)n(CC(F)(F)F)c2C)n1
  ? | -9% | -8% | 9% | 1% | 7 | 0.1 | -2%
[16] CC(=O)c1cc(CN2CCC(C(=O)Nc3ccc(-n4nc(C)cc4C)cc3)CC2)cs1
  11% | ? | -7% | -4% | / | 2 | -0.8 | 2%
[17] COc1ccccc1-c1nc2cc3ccccc3cc2nc1-c1ccccc1OC
  -1% | 6% | -17% | 1% | 0% | 1 | -5.6 | 10%
[18] CC(C)Oc1ccc(C(=O)Nc2ccccc2N2CCOCC2)cc1
  -1% | 0% | -18% | 0% | 2% | 0 | 0.0 | 0%
[19] O=c1c2ccccc2nnn1CSc1nnnn1-c1ccccc1
  -1% | -8% | -5% | -6% | 2% | 0 | 0.8 | 9%
[20] Cc1ccn2c(CNCCn3nc(C)cc3C)c(C(=O)N3CCCCCC3)nc2c1
  0% | 2% | -3% | 0% | -2% | 0 | -1.4 | 1%
[21] CC(C)Oc1ccc(Br)cc1C(=O)N/N=C/c1c[nH]c2ccccc12
  1% | 5% | -4% | -2% | -26% | 7 | 1.5 | 2%
[22] O=C(N/N=C/c1cc(Cl)ccc1O)c1ccncc1
  0% | 5% | 3.4µM* | 7% | 4% | ? | -1.2 | 2%
[23] CCOC(=O)CNC(=O)c1ccc(C#CC2(O)CCCCC2)cc1
  0% | 14% | -10% | -6% | 2% | 1 | -1.0 | 6%
[24] C=CCc1cccc2cc(C(=O)O)c(=O)oc12
  -21% | -7% | -2% | 0% | -1% | 4 | 1.6 | 0%
[25] CCn1c(=N)n(CC(O)c2cccs2)c2ccccc21 (stereo not given)
  3% | 1% | -6% | -3% | -1% | -1 | 0.9 | 7%
[26] COc1ccc(C(=O)NNC(=O)CSc2ccccc2)cc1
  3% | 0% | -5% | 6% | -1% | 4 | -3.7 | -7%
[27] Cc1cc(NC(=O)CCN2CCN(C)CC2)ccc1Br
  -9% | -4% | 6% | 3% | -2% | 14 | 0.8 | 1%
[28] COc1ccccc1CN1CC(C(=O)N(C)Cc2nc(C)cs2)CCC1=O (stereo not given)
  13% | 19% | -3% | -5% | -3% | -11 | -0.3 | 3%
[29] COCCNC(=O)C1CCCN(C(=O)c2csc3ccccc23)CC1 (stereo not given)
  -1% | -2% | -3% | 3% | / | -1 | 0.3 | 12%
[30] Cc1cc(Br)c(OCc2ccc(C(=O)N/N=C3\CC(=O)CC(C)(C)C3)cc2)c(Br)c1
  11% | -8% | 5% | -4% | 0% | 7 | 2.3 | 6%
[31] Cc1ccc(N2CC(C(=O)NC3CC3)CC2=O)cc1 (stereo not given)
  17% | 1% | -3% | -1% | 1% | -1 | -0.2 | 15%
[32] CC1CC(=S)Nc2ccccc2S1 (stereo not given)
  -11% | -8% | -9% | -10% | 0% | 1 | -1.9 | 9%
[33] C[C@H]1CN(CCc2ccccc2)C(=O)[C@@H]1CC(=O)NCc1ccccc1
  -11% | -1% | 2% | -3% | 3% | 2 | 0.1 | 14%
[34] COc1ccc(OCC(=O)Nc2cc(S(=O)(=O)N3CCCCC3)ccc2OC)cc1
  -10% | -13% | -1% | 2% | 0% | 2 | -1.3 | 9%
[35] Cc1c(C)c2ccc(OCC(=O)N3CCC[C@@H]3C(=O)O)c(C)c2oc1=O
  -10% | -7% | -9% | -8% | -5% | 4 | 0.3 | 0%
[36] Cc1nn(-c2ccccc2)c(N2CCCC2)c1/C=N/NC(=O)c1cc(-c2cccnc2)nc2ccccc12
  -24% | -5% | 0% | -2% | -1% | 3 | -1.8 | 1%
[37] O=C1CSC(c2ccccc2)N1c1ccc([N+](=O)[O-])cc1 (stereo not given)
  -3% | ? | -8% | 2% | -1% | 4 | -4.4 | 8%
[38] CN(Cc1ccccc1)c1ccc(C(CC(N)=O)NC(=O)c2ccccc2)cc1[N+](=O)[O-] (stereo not given)
  -10% | -6% | -4% | -15% | 3% | -1 | 2.3 | 5%
[39] Cc1csc(NC(=O)c2cccc(C)c2C)n1
  -4% | 2% | -14% | 4% | 1% | -10 | -3.6 | 5%
[40] CNc1cc(=O)n(C)c(=O)n1-c1ccccc1
  -4% | 3% | -12% | 10% | / | -1 | -1.6 | -5%
[41] CC(C)C(C(=O)O)N1C(=O)/C(=C/c2cccn2C)SC1=S (stereo not given)
  -20% | -1% | 40%[activator] | -7% | -7% | 0 | -4.5 | -7%
[42] CC1(C)CC(=O)C2=C(C1)Nc1ccccc1N(C(=O)C1CC1)C2c1ccco1 (stereo not given)
  -3% | -7% | 9.5µM* | 4% | -1% | -11 | -1.0 | 10%
[43] O=C(c1c[nH]c2ccccc12)C(O)C(c1ccccc1)N1CCOCC1 (stereo not given)
  3% | -2% | -9% | 7% | 1% | -3 | -1.5 | 1%
[44] CC(O)(CS(=O)(=O)Cc1ccccc1)c1ccc(Cl)cc1 (stereo not given)
  6% | 0% | 2% | -10% | 2% | -2 | -0.3 | 6%
[45] CNc1cnc(-c2ccsc2)cn1
  -6% | -1%[57.1 µM] | -7% | 8% | / | 0 | -0.4 | 0%
[46] Cc1cc(OCC(=O)OCC(=O)NC2CCS(=O)(=O)C2)ccc1Cl (stereo not given)
  12% | 5% | -11% | -9% | / | 0 | -0.2 | -3%
[47] Cc1cc(CN(C)C(=O)c2ccc(OC3CCN(Cc4ccccn4)CC3)cc2)on1
  -5% | -5% | -6% | 5% | 1% | 10 | 1.0 | -1%
[48] CCC(CC)C(=O)Nc1cc([N+](=O)[O-])ccc1Cl
  8% | 4% | -4% | 0% | 3% | 5 | -6.9 | 3%
[49] N=C1c2ccccc2CN1NC(=O)CC12CC3CC(CC(C3)C1)C2
  12% | -21% | 0% | 10% | 2% | -6 | 0.4 | -1%
[50] CCNc1nc(SCCOc2ccccc2)nc(N(C)C)n1
  6% | -11% | -5% | 0% | 1% | / | -0.1 | 16%
[51] O=C(O)C1=C(C(=O)N2CCN(C(=O)c3ccco3)CC2)CCCC1
  7% | 3% | -7% | 6% | 1% | / | -1.9 | 5%
[52] COc1ccc(NC(=O)C2C(=O)N(C)C3(C)CC2c2ccccc2O3)cc1 (stereo not given)
  -21% | -2% | -1% | 6% | -1% | 1 | 1.4 | 3%
[53] COc1ccc(Cl)cc1N/C(N)=N/c1nc(C)cc(C)n1
  29% | 4% | 2% | 1% | -2% | -4 | 2.4 | 8%
[54] O=[N+]([O-])c1cc(C(F)(F)F)c(Cl)cc1N1CCN(CCO)CC1
  -13% | -22%[57.1 µM] | -6% | -5% | 1% | 0 | -2.5 | -4%
[55] O=C(CCn1cccc(C(F)(F)F)c1=O)Nc1cccc(C(F)(F)F)c1
  25% | 7% | -7% | -1% | -3% | -7 | -0.2 | -5%
[56] COCC(=O)N1C[C@H]2CON(C)[C@H]2C[C@H]1c1cccc(-c2ccccc2OC)c1
  -14% | 0% | -11% | -7% | / | 1 | -0.3 | 2%

Profiles from above. Screens in order: EPAC1 antagonist	WRN inhibitor	PLK1 PBD inh	EPAC2 antagonist	MmCpn inh	PI5P4K alpha inh	CCT modulator	EPAC1 agonist
`CC1CC(=S)Nc2ccccc2S1` (stereo not given) as listed: -11%	-8%	-9%	-10%	0%	1	-1.9	9%
`CC(O)(CS(=O)(=O)Cc1ccccc1)c1ccc(Cl)cc1` (stereo not given) as listed: 6%	0%	2%	-10%	2%	-2	-0.3	6%
